TAG inh: inhibitors of triacylglycerol accumulation, primary screen, cell-based, uHTS, fluorescence, H9c2. H9c2 cells, Nile Red lipid (TAG) fluorescence; cells loaded with 200 µM oleic acid. inhibition, % at 12.5 µM. AID 651582, 2012. 230,000 tested, 0.66% active;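 active = pattern-corrected inhibition of lipid staining of at least 50% with the nuclear-stain viability signal not falling by more than 50%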;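 note: 0% = DMSO wells and 100% = triacsin C control wells; some results filed as inactive read as strong as hits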
TAG inh DAPI viability: recorded beside TAG inh, whose call it bears; DAPI nuclei signal change (viability), lower = more cytotoxic, %;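 whole-well DAPI fluorescence read on a plate reader as a viability signal; minus 50 percent equals half of cells still viable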
* marks the source's active call; other numbers are inactive results; & = joins results of further samples.

molecule,TAG inh,TAG inh DAPI viability
Cc1ccc(CNC(=O)CC2C(=O)Nc3c2c(=O)n(C)c(=O)n3Cc2ccccc2)cc1 (stereo not given),-7,-3
CNC(=O)c1cc(Nc2nnc(-c3ccc(O)cc3)c3ccccc23)ccc1OC,-2,4
Cn1c(C(=O)Nc2ccc3c(c2)OCO3)cc2c(=O)n(C)c3ccccc3c21,22,-2
O=C(CCSc1ccccc1Cl)NNC(=O)c1ccncc1,-11,4
O=C(N/N=C/c1ccc(N2CCOCC2)cc1)C1COc2ccccc2O1 (stereo not given),3,5
Cc1ccc(N2C(=O)SC(Cc3ccccc3)C2=O)cc1 (stereo not given),-9,0
COc1ccc(S(=O)(=O)N2CCCCCC2)cc1C(=O)N(C)CC(=O)Nc1c(Cl)cccc1Cl,8,-10
CC(C)Cn1c(N)c(C(=O)COC(=O)c2ccncc2)c(=O)n(C)c1=O,-17,1
COc1ccc([N+](=O)[O-])cc1NC(=O)CSc1nncn1-c1ccccc1,-12,-11
O=C(N1CCOCC1)N1CCN(S(=O)(=O)c2ccc(F)cc2)CC1,2,-2
CCn1cc(CN2CCCC(C(=O)c3ccc(-c4ccccc4)c(F)c3)C2)cn1 (stereo not given),-9,25
Cc1onc(-c2c(Cl)cccc2Cl)c1C(=O)N1CCc2ccccc2C1,-9,-10
COc1cccc(-c2cnc3c(NC(C)=O)cc(-c4cccc(C(=O)NCCO)c4)cn23)c1,4,1
Cc1cc(Cl)ccc1C(O)c1ncc(-c2ccc(Cl)cc2)[nH]1 (stereo not given),32,-48
Cc1c(-n2cc(C(=O)c3ccccc3O)cc(C#N)c2=O)c(=O)n(-c2ccccc2)n1C,-1,-2
COC(=O)C1=C(C(=O)OC)[C@@H]2N(C)c3ccc(OC)cc3[C@@]23C[C@@H](C(=O)OC)N(S(=O)(=O)c2ccc(OC)cc2)C3=N1,-6,1
COc1ccc(N(C(C)C(=O)NN=C2CCCC2)S(C)(=O)=O)cc1 (stereo not given),-6,-7
Cn1c(SCC(=O)c2cc(Cl)c(Cl)s2)nnc1-c1ccco1,8,-6
Nc1c(C(=O)NCc2ccc3c(c2)OCO3)nnn1Cc1ccc(Br)cc1,-38,-2
CCCCN(CC)c1nc(N)c(C#N)c(CC#N)c1C#N,-7,-5
COc1cc(CNCc2ccccc2C(F)(F)F)cc(OC)c1,-8,6
O=C(COC(=O)Cn1c(C(F)(F)F)nc2ccccc21)Nc1ccc2c(c1)OCCO2,30,-17
COc1ccc(C2CC(c3cccs3)=NN2C(=O)CSc2nc(=O)n3ccc(C)cc3n2)cc1 (stereo not given),34,-1
COCCNC(=O)c1ccc(-c2ccc(OC)cc2C)c2ccoc12,-11,3
CCC(C)C(=O)Nc1nc(-c2ccc3c(c2)NC(=O)CO3)cs1 (stereo not given),41,8

Brought forward from above: five entries, followed by the next part.
molecule,TAG inh,TAG inh DAPI viability
COc1cc(CNCc2ccccc2C(F)(F)F)cc(OC)c1,-8,6
O=C(COC(=O)Cn1c(C(F)(F)F)nc2ccccc21)Nc1ccc2c(c1)OCCO2,30,-17
COc1ccc(C2CC(c3cccs3)=NN2C(=O)CSc2nc(=O)n3ccc(C)cc3n2)cc1 (stereo not given),34,-1
COCCNC(=O)c1ccc(-c2ccc(OC)cc2C)c2ccoc12,-11,3
CCC(C)C(=O)Nc1nc(-c2ccc3c(c2)NC(=O)CO3)cs1 (stereo not given),41,8
CCCNC(=O)c1cc(C2CCCCN2C(=O)c2cccs2)on1 (stereo not given),3,-5
O=c1[nH]c2ccc(S(=O)(=O)Nc3ccc(Cl)cc3)cc2o1,7,0
O=C(Nc1cccnc1)c1cccc(NC(=O)c2ccco2)c1,19,-1
Clc1ccc2c(N/N=C/c3ccc(Br)cc3)ccnc2c1,21,27
COC(=O)C(C(=O)Nc1ccc(OC)cc1)C1CCCCCC1 (stereo not given),-5,-14
O=C(COC(=O)/C=C/c1ccccc1)NC1CCCC1,13,-11
CCOC(=O)c1nn(-c2ccc(Cl)cc2)cc1O,6,0
O=C(O)c1[nH]c2ccc([N+](=O)[O-])cc2c1-c1ccccc1,6,-2
COC(=O)c1sc(C(C)(C)C)cc1CSc1ccccc1,-1,-6
O=C(COc1cccc([N+](=O)[O-])c1)N/N=C/c1ccco1,1,6
COc1cc(C)ccc1S(=O)(=O)N1CCCCCC1,1,-1
Cc1ccc(NC(=O)c2ccc([N+](=O)[O-])cc2Cl)nc1,4,1
COc1ccccc1OCCOc1ccc(/C=N/n2cnnc2)cc1,10,-3
Clc1ncn(CCOc2ccccc2)c1Cl,-1,7
COC(=O)C1c2ccccc2-c2ccccc21,-6,-2
COc1ccc(C)cc1S(=O)(=O)NNc1nc(C)cc(C)n1,0,1
Oc1ccccc1CN1CCCN(Cc2ccccc2O)C1,0,17
O=C(O)c1cccc2c1C(=O)c1cc(Br)ccc1S2(=O)=O,11,3
CCOC(=O)C1CCCN(c2c(N3CCN(c4ccccn4)CC3)c(=O)c2=O)C1 (stereo not given),12,4
COc1ccc(NC(=S)NC(=O)c2cc3ccccc3o2)c(OC)c1,-2,1
COc1ccc(Oc2ccc(C(F)(F)F)cc2N)cc1,1,3
COc1ccc(N2C(=O)C(CC(=O)Nc3ccc(F)cc3)N(CCc3ccc(OC)c(OC)c3)C2=O)cc1 (stereo not given),7,8
O=C(CN1CCN(S(=O)(=O)c2ccc(F)c(Cl)c2)CC1)N1CCOCC1,6,3
C=CCOc1ccc(/C=N/n2nnnc2N)cc1OC,-8,11
CC(O)(C#CCN1CCOCC1)c1ccccc1 (stereo not given),2,5

Next structures
molecule,TAG inh,TAG inh DAPI viability
CCCCCCOc1ccc(C(CC(=O)O)C(N)=O)cc1 (stereo not given),6,-3
Cc1cc(Br)ccc1NC(=O)CSCc1c(C)noc1C,0,6
CC(C)CNC(=O)N1c2ccccc2Sc2ccccc21,-5,11
CC(C)(C)NC(=O)COC(=O)c1ccccc1C(=O)c1ccccc1,-12,-8
COc1ccc(CCc2cc(OC)c(OC)c(OC)c2)cc1,50,-39
CC1(C(=O)NS(=O)(=O)c2cccc(F)c2)CCN1C(=O)CC1CCCC1 (stereo not given),-4,-6
O=C(Nc1ccccc1)C1=C[C@@H](c2ccc(Br)cc2)C[C@@H](OCCCCO)O1,3,-4
COc1ccccc1C(=O)OCC(=O)Nc1cccc(S(=O)(=O)N2CCCC2)c1,-13,9
COc1ccc(NC(=O)CSCC(=O)Oc2c(OC)cccc2OC)cc1,3,1
CCO[C@H]1OC(C(=O)Nc2ccccc2)=C[C@@H](c2ccc(Br)cc2)[C@@H]1CCCO,9,-9
CSc1ccccc1NC(=O)CSc1nncs1,19,1
O=C1CN(Cc2ccccc2)C(=NCc2ccco2)S1,9,-2
Cc1ccc(S(=O)(=O)N[C@@H](C)C(=O)N2CCC(C(=O)N3CCC[C@H]3C(=O)O)CC2)cc1,-12,8
Cc1ccc(-n2[nH]c(C)c(C=Nc3ccc4[nH]c(=O)[nH]c4c3)c2=O)cc1C,29,8
CCN(CC)c1cc(Cl)nc(N)n1,-7,1
CCNC(=O)NC(=O)C(C)OC(=O)Cc1coc2cc3c(cc12)CCC3 (stereo not given),-3,-10
CC(C)Cn1c(SCC#N)nc2ccccc2c1=O,-18,11
COc1cccc(-c2cnc3c(NC=O)cc(-c4cccc(C(=O)N(C)C)c4)cn23)c1,150,-127
CCc1ccc(NC(=O)C(=O)N/N=C(\C)CC(=O)NCCOC)cc1,-11,3
CCCCc1nc2cc(C(=O)NCc3cn(C)nc3C)ccc2o1,-21,7
COc1ccc(S(=O)(=O)N2CCN(CC(=O)Nc3cccc(F)c3)CC2)cc1,-9,34
Cc1onc(-c2c(F)cccc2Cl)c1C(=O)NCc1ccc(S(N)(=O)=O)cc1,-13,5
CC(=O)c1ccc(C(=O)N2CCc3c([nH]c4ccccc34)C2c2cccc(C)n2)s1 (stereo not given),-5,4
O=C(CC1CCCC1)NCCc1cn2ccccc2n1,-4,0
O=C(O)c1[nH]c2ccc(Br)cc2c1CCN1C(=O)c2cccc([N+](=O)[O-])c2C1=O,7,0

Next part.
compound	TAG inh	TAG inh DAPI viability
NS(=O)(=O)c1cccnc1Nc1c(Cl)cccc1Cl	-6	-1
C#CCOCCOCCOCCNc1nc(N2CCN(C(=O)C([C@@H](C)CC)n3cc(C(N)Cc4ccc(O)cc4)nn3)CC2)nc(N2CCN(C(=O)[C@H](CCC(=O)O)n3cc(C(N)Cc4ccc(O)cc4)nn3)CC2)n1 (stereo not given in full)	-18	11
O=S(=O)(c1cccc(-c2nnc3n2CCCCC3)c1)N1CCOCC1	8	-1
O=C(NCCCCCCNC(=O)OCCO)OCCO	-2	-5
Cc1ccc(NC(=O)Cn2c(CCC(=O)O)ccc2-c2cccs2)cc1Cl	8	-11
COc1ccccc1N1CCN(CC(=O)Nc2ccccc2C(=O)NC(C)c2ccccc2)CC1 (stereo not given)	14	-8
Cc1ccc(SCC(=O)NC(C)c2ccccc2)cc1 (stereo not given)	-2	-3
CC(C)(C)OC(=O)N(CCc1ccccc1)Cc1ccccc1OCc1cccc(NC(=O)C2CC2)c1	-3	-1
Cc1cccc(C)c1NC(=O)C[n+]1cc(-c2ccccc2)n2c1CCC2	-4	4
CCc1nnc(NC(=O)c2ccco2)s1	-4	16
c1ccc(-n2c(Cc3cccnc3)nc3cnccc32)cc1	-7	-7
COc1ccc(-c2cnc3c(c2)C(=O)N([C@H](C)CO)C[C@@H](C)[C@@H](CN(C)C(=O)NC2CCCC2)O3)cc1	6	-4
CCOc1ccc2nc3cc(N=Nc4ccc(N)nc4N)ccc3c(N)c2c1	118	-52
CC(=O)Oc1ccc2oc(=O)c3c(c2c1)CCCN3C(=O)CN1CCN(c2ncccn2)CC1	20	-9
C/C(N)=C(/C#N)C(=O)CSc1nnc(COc2ccccc2Cl)o1	-9&-6	-5&8

Going on with the list:
compound	TAG inh	TAG inh DAPI viability
CN(C(=O)c1ccc(NC(=O)Cc2ccc(NC(=O)C3CCCN(C(=O)C4CCCCC4)C3)cc2)cc1)C1CCCC1 (stereo not given)	-17	10
COc1cc(C(=O)Nc2nnc(SCC(=O)NCC3CCCO3)s2)cc(OC)c1OC (stereo not given)	9	6
Cc1c(C2(O)CCCCC2)[nH]c2ccc(C(F)(F)F)cc12	-17	8
O=c1oc(-c2ccc([N+](=O)[O-])cc2)nc2ccc(O)cc12	-5	-5
CCN(CC)CC(=O)Nc1ccc(C)cc1Br	-9	0
CCC(C)(C)NC(=O)Nc1cc(Cl)ccc1OC	-27	7
Cc1cc(NS(=O)(=O)c2ccc(NC(=O)C(CC(C)C)N3C(=O)c4ccccc4C3=O)cc2)nc(C)n1 (stereo not given)	6	-11
Cc1csc(NC(=O)C2CCCN(S(=O)(=O)c3ccc(Br)s3)C2)n1 (stereo not given)	10	0
Cc1cc(=O)n(CC=C(Cl)Cl)c2ccccc12	-8	4
Cc1ccc(S(=O)(=O)N2CCC(C(=O)OCc3c(C)noc3C)CC2)cc1C	-37	0
Cc1ccccc1NC(=O)Nc1ccc(C(F)(F)F)cc1	-10	-7
Cn1c(=O)cc(N2CCCCC2)[nH]c1=O	10	8
CC(C)(C)c1ccc(NC(=O)C(=O)C2C(=O)Nc3ccccc32)cc1 (stereo not given)	8	4
O=C(NCc1ccco1)C(c1ccccc1)N(C(=O)Cc1cccs1)c1ccccc1 (stereo not given)	-25	0
Cc1ccc(-n2nnc(-c3nccn3C)n2)cc1	-3	-3

Two entries from above, field by field.
CCOC(=O)c1nn(-c2ccc(Cl)cc2)cc1O
- TAG inh: 6
- TAG inh DAPI viability: 0

O=C(O)c1[nH]c2ccc([N+](=O)[O-])cc2c1-c1ccccc1
- TAG inh: 6
- TAG inh DAPI viability: -2

Next part
compound	TAG inh	TAG inh DAPI viability
COc1ccc(/C=N/Nc2nc(=O)[nH]nc2C)cc1[N+](=O)[O-]	3	-3
COC(=O)c1ccc(NC(=O)C(=O)N2CCN(C(=S)NCCc3ccccc3)CC2)cc1	-4	-6
CCCOc1cccc(C2C(C(=O)c3ccco3)=C(O)C(=O)N2CCN(CC)CC)c1 (stereo not given)	22	-1
COc1ccccc1NC(=O)CON=C(N)CC(=O)NC1CCCCC1	-1	-2
O=C(COC(=O)CSc1ccc(Cl)cc1)Nc1ccc2[nH]c(=O)[nH]c2c1	-9	-10
Nc1cc(=O)n(Cc2ccccc2)c(=O)n1-c1ccc(Cl)cc1	-1	-4
O=C(CCNC(=O)c1ccc(Cl)cc1)Nc1nc2ccccc2[nH]1	-2	-1
CC(=O)c1ccc(N2CCN(c3ccc(S(=O)(=O)NCCN(C)C)cc3[N+](=O)[O-])CC2)cc1	0	4
CN(C)S(=O)(=O)c1ccc(C(=O)NCc2ccccn2)cc1	14	1
O=C(O)Cc1coc2cc3c(cc12)CCC3	4	-1
CCN(CC)S(=O)(=O)c1cc(C(=O)OCC(=O)c2ccc3c(c2)NC(=O)CO3)ccc1F	12	-17

Rewritten with two lines to a compound: part of the list above
Below each SMILES – TAG inh | TAG inh DAPI viability
CC(=O)c1ccc(N2CCN(c3ccc(S(=O)(=O)NCCN(C)C)cc3[N+](=O)[O-])CC2)cc1
    0 | 4
COc1ccc(/C=N/Nc2nc(=O)[nH]nc2C)cc1[N+](=O)[O-]
    3 | -3

An excerpt, so the mix of outcomes need not match the whole.
